From PubChem
RORgamma inh: inhibitors of mouse ROR gamma transcriptional activity; AID 2551; Potency, µM (top dose mostly 53.6 µM), without a hit: at the highest dose activity change, negative = inhibition, actives largely listed as inhibitors; Drosophila S2 Gal4-RORgamma UAS-luciferase reporter, 20 h; actives 5.4% (n = 310,000); P51450; also: potency is read from the fitted curve at half-maximal effect; % is scaled to controls: 0 for no effect and ±100 for the full control effect; nearly all actives have a fitted effect of over 60% in size
Target sequence (P51450 whole entry, looked up, the tested form may be a part): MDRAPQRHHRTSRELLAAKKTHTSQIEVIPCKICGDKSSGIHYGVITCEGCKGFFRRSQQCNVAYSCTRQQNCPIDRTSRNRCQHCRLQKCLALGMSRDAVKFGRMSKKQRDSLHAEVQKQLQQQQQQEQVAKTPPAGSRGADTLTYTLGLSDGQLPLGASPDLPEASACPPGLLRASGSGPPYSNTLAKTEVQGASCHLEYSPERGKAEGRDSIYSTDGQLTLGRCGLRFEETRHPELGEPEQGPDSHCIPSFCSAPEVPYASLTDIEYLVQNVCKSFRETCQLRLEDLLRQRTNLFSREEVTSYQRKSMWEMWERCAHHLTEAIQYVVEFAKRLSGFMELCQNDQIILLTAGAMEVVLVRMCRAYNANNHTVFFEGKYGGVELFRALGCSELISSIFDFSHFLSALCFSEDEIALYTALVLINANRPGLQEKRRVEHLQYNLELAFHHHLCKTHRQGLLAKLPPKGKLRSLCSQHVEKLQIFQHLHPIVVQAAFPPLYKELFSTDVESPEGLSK
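Read-out: Photinus luciferase luminescence; inhibitors lower reporter signal. Insect Schneider cells with Gal4-ROR gamma fusion under metallothionein promoter, UAS reporter; 700 uM final copper sulfate induction, 20 hr, ambient temperature.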
Menin-MLL TR inh: menin-MLL binding inhibition, Texas Red mutant peptide; O00255; Menin + Texas Red MLL mutant peptide, fluorescence polarization; Potency, µM (top dose mostly 61.6 µM), for the others: at the highest dose FP activity change, negative = inhibition, actives largely listed as inhibitors; actives 0.23% (n = 270,000); active = well fitted inhibition curve with a large enough effect in the polarisation, with a control signal flat, not every such curve was filed as active; inconclusive = small, poorly fitted or top-dose-only effect, or effect the other way, or a change in a side signal; inactive = no such curve, though single readings can be large or run the other way; the % refers to the polarisation; also: potency is read from the fitted curve at half-maximal effect; % of control where 0% means no effect; many of its hits are not listed in these tables
Gal4-VP16 FLuc: inhibits Gal4-VP16 luciferase reporter, ROR gamma counter-screen; Drosophila S2 Gal4-VP16 UAS-luciferase, luminescence, 20 h; Potency, µM (titrated, usually from 53.6 µM), without a hit: top-dose activity, negative = inhibition, most hits filed as inhibitors; actives 3.5% (n = 310,000); AID 2546;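 also: Gal4-VP16 expression switched on by copper sulfate through the metallothionein promoter; potency is read from the fitted curve at half-maximal effect; % is scaled to controls: 0 for no effect and ±100 for the full control effect; nearly all actives have a fitted effect of over 50% in size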
FLuc modulator: counter-screen for miR-21 project: firefly luciferase inhibitors or activators | AID 588342 | P08659 | purified FLuc, Km substrates, luminescence inhibition | Potency, µM (top dose mostly 57.5 µM), without a hit: at the top dose activity change, negative = inhibition, actives largely listed as inhibitors | actives 6.9% (n = 360,000);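 also: potency is read from the fitted curve at half-maximal effect; plate controls were vehicle for no effect and reference inhibitor for full effect; nearly all actives have a fitted effect of over 55% in size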
Target sequence (P08659 whole entry, looked up): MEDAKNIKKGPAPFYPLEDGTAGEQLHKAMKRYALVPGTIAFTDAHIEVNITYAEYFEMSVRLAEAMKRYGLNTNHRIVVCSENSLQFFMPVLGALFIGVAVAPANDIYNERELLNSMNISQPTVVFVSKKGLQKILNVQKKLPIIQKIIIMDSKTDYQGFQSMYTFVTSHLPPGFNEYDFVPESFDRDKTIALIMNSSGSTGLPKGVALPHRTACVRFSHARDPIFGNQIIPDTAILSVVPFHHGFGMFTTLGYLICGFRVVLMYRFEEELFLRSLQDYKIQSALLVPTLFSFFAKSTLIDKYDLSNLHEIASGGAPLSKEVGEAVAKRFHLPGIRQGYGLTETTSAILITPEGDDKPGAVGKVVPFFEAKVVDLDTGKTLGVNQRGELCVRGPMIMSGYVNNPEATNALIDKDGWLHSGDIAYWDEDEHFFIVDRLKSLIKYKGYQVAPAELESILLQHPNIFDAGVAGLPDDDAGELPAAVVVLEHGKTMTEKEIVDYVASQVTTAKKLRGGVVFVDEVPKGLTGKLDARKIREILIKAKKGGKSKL
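Purified P. pyralis luciferase, 10 nM final, with Km-level 10 uM D-luciferin and 10 uM ATP in 50 mM Tris acetate pH 7.5, 10 mM Mg acetate, 0.01% Tween-20, 0.05% BSA; 6-point qHTS titration about 60 µM downward; luminescence read.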
ELG1 DNA repair: ELG1-dependent DNA repair inhibition; HEK293T ELG1-luciferase reporter, luminescence, 16 h; DNA damage induced by 5-fluorouridine; AID 504467; Potency, µM (titrated, usually from 46.1 µM), for the others: at the top dose activity change, negative = inhibition, hits mostly inhibitors; actives 2.3% (n = 330,000); also: potency is read from the fitted curve at half-maximal effect; % is scaled to controls: 0 for no effect and ±100 for the full control effect; nearly all actives have a fitted effect of over 55% in size
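Step one: seed 2,000 cells per well. Step two: pin-transfer compound or DMSO alongside 5-fluorouridine. Step three: incubate 16 hr, 37 °C, 5% CO2. Step four: add ONE-Glo, wait 30 min, read luminescence.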
Mito fusion act: mitochondrial division inhibition or fusion activation; S. cerevisiae fusion-defective mutant growth rescue, CellTiterGlo 48 h; Potency, µM (titrated, usually from 46.1 µM), for the others: at the top dose growth rescue (activation), usual class: activators; actives 0.23% (n = 320,000); AID 485298;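 also: potency is read from the fitted curve at half-maximal effect; % of control where 0% means no effect; nearly all actives have a fitted effect of over 45% in size; temperature-sensitive fusion mutants such as fzo1-1 at 37 °C on non-fermentable ethanol glycerol medium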
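Luminescent cell viability in 1536-well qHTS format served as the measure of rescued growth in ts fusion-mutant S. cerevisiae cultured on non-fermentable YPEG for 48 hours at 37C.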
KCNH2 3.1 inh: blocks the human KCNH2 3.1 channel isoform. U2OS KCNH2 3.1, thallium flux FluxOr; hits give low values. activity change, % (tested at about 1.8 µM). actives 0.95% (n = 340,000). AID 720553;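 active = maximum activity change below -70%; inconclusive = maximum activity change from -70% to -50%; inactive = maximum activity change above -50%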;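 also: thallium influx rate constant from kinetic fluorescence after stimulation buffer; % is scaled to controls: 0 for no effect and ±100 for the full control effect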
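Kinetic fluorescence (2 min after stimulation buffer) measures Tl+ influx through KCNH2 3.1 expressed by viral transduction in U2OS cells; the rate constant is normalized against DMSO controls serving as positive and negative references.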
Numbers without * were called inactive; ? = inconclusive; . = no result given; & = joins results of further samples; [ ] = another dose, or the depositor's remark. Unless noted, calls follow the shape of the dose curve; as a rule, active = well fitted curve in the direction sought with a large enough effect; inconclusive = small, poorly fitted or top-dose-only effect, or another doubt; inactive = no such curve, though single readings can be large; an effect the other way counts as inactive or inconclusive. This is a subset (hit frequency here may not be typical).

SMILES | RORgamma inh | Menin-MLL TR inh | Gal4-VP16 FLuc | FLuc modulator | ELG1 DNA repair | Mito fusion act | KCNH2 3.1 inh
CC[C@H]1OC(=O)[C@H](C)[C@@H](O[C@H]2C[C@@](C)(OC)[C@@H](O)[C@H](C)O2)[C@H](C)[C@@H](O[C@@H]2O[C@H](C)C[C@H](N(C)C)[C@H]2O)[C@](C)(O)C[C@@H](C)CN(C)[C@H](C)[C@@H](O)[C@]1(C)O | 3% | 6% | 9% | . | . | . | 7
COc1cc(O)c(C(C)=O)c(OC)c1 | -18% | 2% | 0% | . | . | . | 1
CCCCCCCCCC(=O)N[C@H](CN1CCOCC1)[C@H](O)c1ccccc1 | -13% | ? | ? | . | . | . | 3
Cc1ccc(C(C)C)cc2c(C)ccc1-2 | 0%[10 µM] | -17%&-1% | ? | . | . | . | 40
COc1ccc2[nH]c3c(C)c4cc[n+](C)cc4c(C)c3c2c1 | -25% | -29% | ? | . | . | . | 4
CS(=O)(=O)c1ccc(CNC(=O)C2(C(F)(F)F)C/C(=C/CCO)CCCO2)cc1 (configuration not stated) | 8% | 3% | 3% | . | . | . | 35
Cc1cc(CNC(=O)C2(C(F)(F)F)C/C(=C\Cc3ccccc3)CCCO2)nn1C (configuration not stated) | 20% | -10% | -2% | . | . | . | -37
COc1ccc(CNC(=O)NS(=O)(=O)c2ccc(C)cc2)cc1 | 2% | 2% | -3% | . | . | . | 36
COC(=O)C1=C(C)N(CCCCCC(=O)O)C(=O)NC1c1ccccc1 (configuration not stated) | 3% | -2% | -7% | . | . | . | 1
COc1ccc2c(c1)CCc1sc(NC(=O)c3ccc(Br)cc3)nc1-2 | . | . | . | ? | . | 1% | .
Cc1ccc(NC(=O)CSc2nnc(-c3ccc(Br)cc3)o2)c(C)c1 | . | . | . | 3% | . | 5% | .
COc1ccc(OC)c(NC(=O)c2oc(=O)c3ccccc3c2-c2ccccc2)c1 | . | . | . | 0% | . | -6% | .
CCOc1ccc(C2C(C(=O)Nc3ccc(OC)cc3)=C(C)Nc3nc(CCCO)nn32)cc1 (configuration not stated) | . | . | . | 1% | . | -4% | .
CC1CCCCN1S(=O)(=O)c1ccc2c(c1)oc(=O)n2CC(=O)Nc1ccc(Cl)cc1 (configuration not stated) | . | . | . | -16% | . | 1% | .
O=C1Nc2cc(Cl)ccc2Oc2cc(Oc3ccccc3)ccc21 | . | . | . | -7% | . | 10% | .
CCOc1cccc(NC(=O)C2CC(=O)N(C)C(=Nc3ccc(F)cc3)S2)c1 (configuration not stated) | . | . | . | -8% | . | -1% | .
Cc1ccc2c(c1Br)C(O)(CC(=O)c1ccc(F)cc1)C(=O)N2 (configuration not stated) | . | . | . | -6% | . | 1% | .
Cn1c(=O)c2c(n3c4ccccc4nc13)NC(=O)CC2c1cccc(Cl)c1 (configuration not stated) | . | . | . | ? | . | -2% | .
O=C(NC1(C(F)(F)F)C(=O)Nc2c1c(=O)[nH]c(=O)n2CCc1ccccc1)c1ccc(Cl)cc1 (configuration not stated) | . | . | . | ? | . | 2% | .
Cc1ccc(CNC(=O)C(=O)NCC(c2ccco2)S(=O)(=O)c2ccccc2)cc1 (configuration not stated) | . | . | . | -1% | . | -1% | .
Cc1cccc(C(=O)Nc2ccc(-c3nc4ncccc4o3)cc2C)c1 | . | . | . | -1% | . | -10% | .
CCN(CC)c1ccc2cc(-c3nnc(Nc4ccc(C)cc4)s3)c(=O)oc2c1 | . | . | . | 0% | . | -1% | .
Cc1ccc(CNc2ncnc3c2cnn3-c2ccc(Cl)cc2)cc1 | . | . | . | -7% | . | -4% | .
COc1ccc(C2CC(=O)Nc3c2c(=O)nc2c(C)cccn32)cc1OC (configuration not stated) | . | . | . | -2% | . | -1% | .
COc1ccc(CNC(=O)CN(c2ccccc2OC)S(=O)(=O)c2ccc(C)cc2)cc1 | . | . | . | 0% | . | -3% | .
O=C1c2oc3ccccc3c(=O)c2C(c2ccc(O)cc2)N1Cc1ccc2c(c1)OCO2 (configuration not stated) | . | . | . | 3% | . | -6% | .
CCCCNC(=O)CCCCCn1c(=O)[nH]c2ccccc2c1=O | . | . | . | 1% | . | -1% | .
Cc1cc(C)cc(NC(=O)Cn2nnc(-c3ccccc3F)n2)c1 | . | . | . | -1% | . | -3% | .
Cc1cc(NC(=O)Cn2c(=O)oc3cc(S(=O)(=O)N4CCCC4)ccc32)ccc1Br | . | . | . | -19% | . | 1% | .
COc1cccc(CNC(=O)c2nc(Cn3nc(C)c(Br)c3C)no2)c1 | . | . | . | -3% | . | 1% | .
Cc1c(C(=O)Nc2ccccc2Cl)oc2ccc(S(=O)(=O)N3CCCCC3)cc12 | . | . | . | -2% | . | 9% | .
COC(=O)c1ccc(NC(=O)C(=O)NCC(c2cccnc2)N2CCN(c3ccccc3)CC2)cc1 (configuration not stated) | . | . | . | -3% | . | -9% | .
NC(=O)C1CCN(c2ncnc3c2cnn3-c2ccccc2)CC1 | . | . | . | -17% | . | 0% | .
COc1ccc(-n2c(SCC(=O)Nc3ccc(Cl)c(C)c3)nc3n[nH]c(C)c3c2=N)cc1 | . | . | . | 0% | . | 1% | .
CCOc1ccccc1NC(=O)CCn1cnnn1 | . | . | . | 3% | . | 0% | .
O=C(Nc1cc(F)ccc1F)c1cc2nc(-c3ccco3)cc(C(F)(F)Cl)n2n1 | . | . | . | -1% | . | -6% | .
CCCCn1c(-c2ccc(C)cc2)c(C)n2c3c(=O)n(C)c(=O)n(C)c3nc12 | . | . | . | -7% | . | 5% | .
COc1ccccc1NC(=O)c1cc(S(=O)(=O)NCCc2ccccc2)ccc1F | . | . | . | -1% | . | -4% | .
CCC1=Nc2cc(C(=O)NCCCOC(C)C)ccc2Sc2ccc(C)cc21 | . | . | . | -18% | . | 1% | .
CCOC(=O)CSc1nc2c([nH]c3ccccc32)c(=O)n1-c1ccc(OC)cc1 | . | . | . | 1% | . | -6% | .
COc1cccc(C(=O)Nc2ccc(-n3nncc3-c3ccccc3)cc2)c1 | . | . | . | -12% | . | 1% | .
Cc1ccc(-c2nnc(Nc3ccc(Br)cc3)c3ccccc23)cc1S(=O)(=O)N1CCN(C)CC1 | . | . | . | -11% | . | -5% | .
COCCCn1c(SCC(=O)Nc2ccc(OC)cc2)nc2c(sc3ccccc32)c1=O | . | . | . | 2% | . | -2% | .
Cc1cc2c(cc1S(=O)(=O)Nc1cc(C(F)(F)F)cc(C(F)(F)F)c1)OCC(=O)N2 | . | . | . | ? | . | -10% | .
Cc1cccc(N(CC(=O)Nc2ccc(Br)cc2)S(C)(=O)=O)c1C | . | . | . | -15% | . | -1% | .
O=C(NNc1ncnc2c1cnn2-c1ccccc1)c1ccccc1 | . | . | . | -3% | . | -3% | .
Cc1ccc(-n2cnnn2)cc1S(N)(=O)=O | . | . | . | -1% | . | 2% | .
COc1cccc(CNc2ncc(-c3ccc(Br)cc3)n2C)c1 | . | . | . | -12% | . | 3% | .
Cc1cc(C)c2c(N)c(C(=O)Nc3ccccc3C(F)(F)F)sc2n1 | . | . | . | -15% | . | -8% | .
Cn1c(=O)c2c(n3c4ccccc4nc13)NC(=O)CC2c1cccc(F)c1 (configuration not stated) | . | . | . | ? | . | -2% | .
Cc1cccn2c3c(c(=O)nc12)C(c1ccc(F)cc1)CC(=O)N3 (configuration not stated) | . | . | . | -10% | . | ? | .
Cc1ccc(OCC(=O)Nc2ccc(Cl)c(-c3nc4ncccc4o3)c2)c(C)c1 | . | . | . | -23% | . | -2% | .
COc1cccc(C(=O)OCC(=O)N2CCc3ccccc3C2)c1 | . | . | . | . | 2% | . | -18
N#Cc1ccc(OCC(=O)NNC(=O)C2CCCCC2)cc1 | . | . | . | . | 1% | . | -7
O=C(NC[C@H]1CCCO1)c1cccc2c1C(=O)c1ccc(-c3ccc(F)cc3OCc3ccccc3)cc1S2(=O)=O | . | . | . | . | ? | . | -37
Cc1noc(C)c1NC(=O)Nc1ccc2c(c1)C(=O)N([C@H](C)CO)C[C@H](C)[C@@H](CN(C)S(=O)(=O)c1ccccc1)O2 | . | . | . | . | ? | . | -1
COc1cccc(CNc2ccc(S(=O)(=O)N3CCCC3)cn2)c1 | . | . | . | . | -18% | . | -7
CC1CC(C)CN(C(=O)COC(=O)CN2C(=O)c3ccccc3C2=O)C1 (configuration not stated) | . | . | . | . | 19% | . | 2
C[C@H](CO)N1C[C@H](C)[C@@H](CN(C)S(=O)(=O)c2cccs2)Oc2c(NC(=O)C3CCCCC3)cccc2C1=O | . | . | . | . | -6% | . | ?
Nn1c(SCC(=O)NC2CCCCCC2)nnc1C(F)(F)F | . | . | . | . | ? | . | 10

Going on with the list.
SMILES | RORgamma inh | Menin-MLL TR inh | Gal4-VP16 FLuc | FLuc modulator | ELG1 DNA repair | Mito fusion act | KCNH2 3.1 inh
CN(C)C(CNC(=O)c1cc(-c2ccco2)nc2ccccc12)c1ccccc1 (configuration not stated) | . | . | . | . | ? | . | 9
C=CCNc1ccccc1S(=O)(=O)NCc1ccccc1 | . | . | . | . | 6% | . | -23
COc1ccc(S(=O)(=O)Nc2cccc3c2O[C@H](CN(C)Cc2ccc(Oc4ccccc4)cc2)[C@@H](C)CN([C@H](C)CO)C3=O)cc1 | . | . | . | . | 1% | . | -36
O=C(CN1C(=O)c2cccc([N+](=O)[O-])c2C1=O)NNC(=O)c1ccc(F)cc1 | . | . | . | . | ? | . | -8
C=C(CC[C@@H](O)C(C)(C)O)[C@H]1CC[C@]2(C)[C@@H]1CCC1[C@@]3(C)CCC(=O)C(C)(C)C3CC[C@]12C (some centres not stated) | . | . | . | . | 11% | . | -2
COc1ccc(-c2ccc3oc(-c4ccsc4)cc(=O)c3c2)cn1 | . | . | . | . | ? | . | 14
Cc1ccc(S(=O)(=O)N2CCN(CCc3ccncc3)CC2)cc1 | . | . | . | . | ? | . | -10
N#Cc1ccccc1NC(=O)COc1ccccc1C(=O)Nc1ccccc1 | . | . | . | . | 21µM* | . | 2
O=C(CN1C(=O)NC2(CCCc3ccccc32)C1=O)c1ccccc1F (configuration not stated) | . | . | . | . | 9% | . | 9
CCOc1ccc(S(=O)(=O)N=C(c2ccccc2)N2CCOCC2)cc1 | . | . | . | . | -1% | . | 1
O=C(/C=C/c1ccc([N+](=O)[O-])cc1)OCC(=O)N1CCOCC1 | . | . | . | . | 3% | . | 3
